Assay outcomes (PubChem BioAssay)
Pf growth 96h = P. falciparum growth inhibition at 96 hours; AID 504834; hit rate 6.9% among 320,000; P. falciparum luciferase reporter growth, 96 h; Potency, µM (doses to about 28.7 µM), without a hit: top-dose activity change, negative = inhibition, usual class: inhibitors
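P. falciparum expressing integrated firefly luciferase, in erythrocytes at 2% hematocrit, 0.05% parasitemia, incubated with compounds 96 h at 37 C, 5% CO2. Growth inhibition read as loss of luminescence; two-generation exposure targets delayed-death apicoplast inhibitors.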
Pf growth 48h = P. falciparum growth inhibition at 48 hours (one generation); P. falciparum luciferase growth in erythrocytes, 48 h; Potency, µM (top dose mostly 28.7 µM), inactives show at the top dose activity change, negative = inhibition, actives largely listed as inhibitors; hit rate 5.9% among 310,000
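Growth was read as firefly luciferase luminescence after a 48 h, 37 C, 5% CO2 exposure of compounds to reporter-bearing P. falciparum cultures (0.1% parasitemia, 2% hematocrit final) in Albumax-supplemented RPMI 1640.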
HCV inh = blocks hepatitis C virus | Potency, µM (doses to about 41.8 µM), inactives show at the top dose activity change, negative = inhibition, hits mostly inhibitors | Huh7.5.1 HCVcc-Cre infection, luciferase reporter, 44 h | hit rate 3.4% among 340,000
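A cell-based infection assay in which seeded cells (1,000 per well) receive test compound after 4 h, are inoculated with HCVcc-Cre at approximately 0.5 moi, and are incubated 44 h before luminescence detection.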
TbPYK inhibitor = inhibitors of Trypanosoma brucei pyruvate kinase. Q57TT1. TbPYK enzyme, Kinase-Glo Plus ATP luminescence, 45 min. Potency, µM (series often up to 76.8 µM), without a hit: at the highest dose activity, negative = inhibition, hits mostly inhibitors. hit rate 0.12% among 410,000. AID 624173; also: nearly all actives have a fitted effect of over 50% in size
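Screened from lowest to highest concentration, compounds were pinned into TbPYK/substrate mixtures, and ADP (130 uM final) was added. Plates sat at room temperature for 45 min prior to Kinase-Glo Plus detection by luminescence.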
LmPK inhibitor = blocks Leishmania mexicana pyruvate kinase activity; Q27686; purified LmPK, Kinase-Glo ATP luminescence, 1 h; Potency, µM (top dose mostly 57.5 µM), for inactives: at the top dose activity change, negative = inhibition, usual class: inhibitors; hit rate 0.37% among 290,000; AID 1721
Target sequence (Q27686 whole entry, looked up): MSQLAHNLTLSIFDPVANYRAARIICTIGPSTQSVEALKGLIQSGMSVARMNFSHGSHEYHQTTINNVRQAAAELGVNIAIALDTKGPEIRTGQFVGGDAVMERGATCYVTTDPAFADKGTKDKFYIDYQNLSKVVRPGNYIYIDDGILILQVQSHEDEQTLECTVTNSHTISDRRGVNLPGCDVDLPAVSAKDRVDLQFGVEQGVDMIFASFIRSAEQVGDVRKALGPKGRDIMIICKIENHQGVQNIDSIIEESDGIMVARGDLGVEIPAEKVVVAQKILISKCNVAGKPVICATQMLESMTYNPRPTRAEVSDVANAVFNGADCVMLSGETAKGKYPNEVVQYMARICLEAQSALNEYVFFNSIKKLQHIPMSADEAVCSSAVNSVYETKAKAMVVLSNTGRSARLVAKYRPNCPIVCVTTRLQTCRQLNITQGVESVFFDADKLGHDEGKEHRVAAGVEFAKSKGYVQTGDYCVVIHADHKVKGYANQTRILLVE
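0.1 nM LmPK, 0.5 mM PEP, 0.1 mM ADP; 50 mM imidazole pH 7.2, 7 mM MgCl2, 50 mM KCl; 1 h RT. Kinase-Glo luminescence readout, normalized to no-enzyme (full inhibition) and uninhibited wells.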
Sm TGR inh = inhibitors of Schistosoma mansoni thioredoxin glutathione reductase | Q962Y6 | purified TGR, DTNB reduction, TNB absorbance 405 nm | hit rate 3% among 360,000 | Potency, µM (highest dose often 114 µM), for the others: top-dose activity change, negative = inhibition, usual class: inhibitors; also: nearly all actives have a fitted effect of over 60% in size
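Kinetic colorimetric format: TGR-catalysed, NADPH-driven DTNB reduction monitored via TNB absorbance. Enzyme dispensed at 20 nM; compound exposure 15 min at room temperature before reaction start.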
An asterisk follows results filed as active; ? = inconclusive; / = no result given; [ ] = dose if it differs, or a comment. Calls follow the shape of the dose curve; as a rule, active = well fitted curve in the direction sought with a large enough effect; inconclusive = small, poorly fitted or top-dose-only effect, or another doubt; inactive = no such curve, though single readings can be large; an effect the other way counts as inactive or inconclusive. % is scaled to controls: 0 for no effect and ±100 for the full control effect; potency is read from the fitted curve at half-maximal effect.

SMILES | Pf growth 96h | Pf growth 48h | HCV inh | TbPYK inhibitor | LmPK inhibitor | Sm TGR inh
CN1CCN(NC(=O)C2CC2)CC1 | -32.7% | 4.6% | 8.1% | -3.2% | -4.1% | -1.0%
COCC(=O)Nc1nnc(SCC(=O)N2C(C)CCCC2C)s1 (configuration not stated) | 1.0% | 1.3% | 8.3% | -1.9% | 6.5% | 5.3%
Cc1ccccc1Nc1c([N+](=O)[O-])cncc1[N+](=O)[O-] | 72.7%[activator] | ? | 12.5% | -2.4% | -2.9% | ?
COC(=O)C1C/C(=N\NS(=O)(=O)c2ccc(C)cc2)c2sccc2C1 (configuration not stated) | 2.2% | -12.2% | 3.0% | -3.4% | 4.8% | -7.1%
CCN(CC)CCOc1c(Br)ccc2c1sc1nc3n(c(=O)c12)CCC3 | 13.1µM* | ? | ? | 0.0% | -5.8% | 2.6%
COc1ccc(C(NC(=O)C2CCCCC2)c2c(O)ccc3ccccc23)cc1 (configuration not stated) | ? | ? | ? | -17.2% | -1.3% | -8.6%
CCN(c1ccccc1)S(=O)(=O)c1ccc(C(=O)N(CCCN(C)C)c2nc3c(C)cccc3s2)cc1 | 9.28µM* | 14.7µM* | -23.8% | -5.3% | 1.4% | -20.3%
O=S(=O)(c1ccc(F)cc1)c1nc(-c2ccco2)oc1Nc1ccccc1 | ? | 18.0% | -1.0% | 7.5% | -1.1% | 3.5%
O=C(c1cccc([N+](=O)[O-])c1)c1ccc2c(c1)C(=O)NC2=O | 11.4% | -3.2% | 8.4% | 0.5% | 2.1% | -5.7%
COc1ccc(N2CCN(C(=O)c3ccc(S(=O)(=O)N4CCCCCC4)cc3)CC2)cc1 | 58.7%[activator] | 9.9% | 9.1% | -2.3% | / | 4.7%
COCCNC(=S)NC1CC2CCCC(C1)N2Cc1ccco1 (configuration not stated) | 28.4% | -25.5% | 6.6% | 8.2% | 1.1% | 8.0%
CCOC(=O)c1csc(N)c1-c1ccc([N+](=O)[O-])cc1 | -16.8% | -21.8% | ? | -20.6% | 7.3% | 3.9%
O=C(NCCn1c(-c2ccncc2)nc2ccccc21)[C@H]1CCCN1c1nc(CN2CCCCC2)cs1 | ? | -8.4% | 14.3% | 2.6% | -1.7% | -4.5%
CC(=O)N1CCN(C(=O)COC(=O)COc2c(C)cc(C)cc2C)CC1 | -18.3% | -24.5% | 19.3% | -7.8% | / | 2.2%
CC(CNC(=O)c1ccc(C#N)cc1)NC(=O)c1ccc(C#N)cc1 (configuration not stated) | 22.1% | 5.1% | 20.8% | 4.1% | 4.4% | -15.3%
CCCCC1CCC(C(=O)N(C)CC(=O)Nc2cccc(OC)c2)CC1 (configuration not stated) | ? | ? | -19.7% | 2.6% | / | -11.7%
Cc1ccc(-c2nn(Cc3ccccc3)cc2/C=C/C(=O)O)cc1 | -19.9% | -3.1% | 18.1% | 2.4% | -0.9% | 2.7%
O=C(Cc1cn2ccsc2n1)NCc1ccccc1 | / | 1.7% | 11.8% | -9.9% | 0.4% | -2.8%
O=c1c(-c2ccccc2)c(O)nc(SCCN2CCOCC2)n1-c1ccccc1 | 0.7% | -4.3% | 8.0% | 2.6% | -4.3% | 0.2%
COC(=O)CCCn1nc(NC(=O)c2ccco2)cc1C | 4.2% | 33.9%[activator] | 9.4% | 9.5% | -7.1% | -12.2%
Nc1nc(-c2ccccc2)c(N=Nc2ccc(Cl)cc2)s1 | 36.9%[activator] | 24.1% | 1.5% | -18.5% | -4.0% | 6.6%
O=S(=O)(NCCc1ccccc1)c1ccc(F)cc1 | -6.6% | 19.1% | 12.5% | -0.1% | 1.4% | -0.7%
CC(C)(C)C(=O)OCCn1c(=O)c2cc3c(=O)n(CCOC(=O)C(C)(C)C)c(=O)c3cc2c1=O | 2.2% | 8.3% | 1.7% | -9.4% | 4.4% | 2.7%
Cc1ccc(C)c(S(=O)(=O)N2CCCCC2CCNC(=O)C(=O)NCc2ccncc2)c1 (configuration not stated) | ? | ? | 5.6% | -3.5% | / | -4.4%
CCOc1ccc(C(=O)NC(C(=O)NCCc2ccc(S(N)(=O)=O)cc2)C(C)C)cc1 (configuration not stated) | 7.2% | 9.8% | 0.2% | -2.9% | -1.9% | 2.2%
COc1ccc(-n2nc3c(c2NC(=O)c2ccc(S(=O)(=O)N4CCOCC4)cc2)CS(=O)(=O)C3)cc1 | 1.6% | -10.8% | -6.3% | -2.0% | -3.9%[11.5 µM] | -16.5%
Cc1[nH]c2ccccc2c1Cc1nnc(SCCC#N)o1 | -8.6% | -22.9% | ? | -0.6% | 4.8% | 1.0%
CN(C)/C=C(/C(=O)c1ccccc1)n1cncn1 | 32.6%[activator] | 1.3% | 3.2% | -2.6% | 2.0% | -8.2%
Cn1c(/N=C/c2c(O)ccc3ccccc23)nc2ccccc21 | -3.3% | -15.7% | -1.9% | -6.3% | -19.6% | 10µM*
COc1cccc(/C=N/NC(=O)NC2CCCCC2)c1O | ? | ? | 15.4% | -7.4% | -2.1% | 5.3%
CC1=NN(c2ccc(Cl)c(C(=O)O)c2)C(=O)/C1=C\c1ccc(-c2ccc(C(=O)O)cc2)o1 | 44.3%[activator] | 10.9% | 20.1% | -11.0% | 15.9% | -9.1%
O=C(NC1CCCC1)C(c1ccncc1)N(CC1CCCO1)C(=O)Cn1nnc(-c2cccs2)n1 (configuration not stated) | ? | -14.5% | 4.2% | -0.5% | -2.5% | -17.8%
FCCCOc1ccc(-c2nccc(-c3ccccn3)n2)cc1 | 39.1%[activator] | 0.8%[0.00184 µM] | -18.4% | -0.8% | -2.7% | -19.6%
O=c1c2ccccc2nc(SCCN2CCCCC2)n1CCc1ccccc1 | 18.9% | 15.5% | ? | -1.8% | -6.0% | 12.2%
COc1coc(C(O)CN)cc1=O (configuration not stated) | 7.9% | -8.1% | 5.7% | -19.9% | -0.8% | -2.5%
CCn1c(=O)cc(SCC(=O)Nc2ccc(Cl)cc2)c2ccccc21 | / | 29.0% | -12.0% | 1.0% | -1.7% | 1.5%
O=C(NCC(=O)N1CCCCCCC1)c1ccccc1Cl | 70.2%[activator] | 51.7%[activator] | 12.8% | 0.7% | / | 2.9%
O=C(c1ccc([N+](=O)[O-])s1)N1CCN(c2cccc(Cl)c2)CC1 | 11.7µM* | ? | ? | -3.8% | 5.6% | ?
Cc1ccc(NC(=O)C2CC(=O)Nc3ncnn32)c(C)c1 (configuration not stated) | 5.3% | -1.5% | 0.1% | 1.0% | -0.6% | 56.2µM*
Cn1c(C(=O)NCC2CCCO2)cc2c(=O)n3ccccc3nc21 (configuration not stated) | ? | 41.6%[activator] | 9.2% | 5.8% | -1.5% | 11.9%
Cc1cccc(-n2cc(CNCCc3nc(C)cc(C)n3)c(-c3cccc(F)c3)n2)c1 | -14.1% | ? | ? | -3.4% | 9.3% | -15.9%
O=C1Nc2ccccc2C12OCC1(CO2)COC2(OC1)C(=O)Nc1ccccc12 (configuration not stated) | 38.1%[activator] | / | -17.5% | -1.6% | 1.1% | 0.7%
CC(C)C(=O)NCCCc1ccccc1 | 0.0% | 29.7% | 9.3% | -1.8% | 5.6% | 6.6%
NC(=O)c1ccccc1NC(=O)c1cc(S(=O)(=O)N2CCCCC2)ccc1N1CCOCC1 | 6.57µM* | 13.1µM* | 9.9% | -1.5% | / | -12.7%
CC(c1cccnc1)N(CCN(C)C)C(=O)Nc1ccc(Cl)cc1 (configuration not stated) | -3.2% | / | -5.6% | 0.3% | 5.4% | -27.7%

Some of these compounds in order of molar mass, falling:
SMILES | Pf growth 96h | Pf growth 48h | HCV inh | TbPYK inhibitor | LmPK inhibitor | Sm TGR inh
O=C1Nc2ccccc2C12OCC1(CO2)COC2(OC1)C(=O)Nc1ccccc12 (configuration not stated) | 38.1%[activator] | / | -17.5% | -1.6% | 1.1% | 0.7%
CC(c1cccnc1)N(CCN(C)C)C(=O)Nc1ccc(Cl)cc1 (configuration not stated) | -3.2% | / | -5.6% | 0.3% | 5.4% | -27.7%
Cc1ccc(NC(=O)C2CC(=O)Nc3ncnn32)c(C)c1 (configuration not stated) | 5.3% | -1.5% | 0.1% | 1.0% | -0.6% | 56.2µM*
COc1coc(C(O)CN)cc1=O (configuration not stated) | 7.9% | -8.1% | 5.7% | -19.9% | -0.8% | -2.5%

Following part:
SMILES | Pf growth 96h | Pf growth 48h | HCV inh | TbPYK inhibitor | LmPK inhibitor | Sm TGR inh
CNC(=O)CCn1nc(-c2ccc(Cl)cc2)c2ccccc2c1=O | 1.0% | 12.0% | 5.9% | -3.0% | -9.0% | -0.5%
CC1CCCCN1C(=O)Cn1c(=O)n(-c2ccc(F)cc2)c(=O)c2sccc21 (configuration not stated) | -0.4% | 19.7% | 15.3% | 8.1% | 10.9% | 1.3%
CC(=NCCC1=CCCCC1)c1c(O)n(C)c(=O)n(C)c1=O | ? | ? | ? | 1.7% | 0.9% | 0.4%
COc1ccc(N2CCN(C(=O)CSc3nc4cc(OC)c(OC)cc4cc3C#N)CC2)cc1 | 79.0%[activator] | 0.0% | -15.0% | -56.1% | 2.1% | 0.0%
c1ccc2c(c1)Nc1nccnc1S2 | 84.0%[activator] | 66.6%[activator] | 19.7% | ? | 2.6% | -16.4%
O=C(c1cc2ccccc2oc1=O)N(Cc1ccccc1)Cc1ccc2c(c1)OCO2 | 0.0% | -14.2% | ? | -3.2% | 2.4% | 1.3%
C=CCOc1ccc(C2C(C(=O)c3ccco3)=C(O)C(=O)N2CCCN(CC)CC)cc1 (configuration not stated) | 45.6%[activator] | 28.4% | 14.7% | 3.2% | -6.2% | -20.5%
COc1cc2nc(N(CCN(C)C)C(=O)c3ccc(S(=O)(=O)N(C)CC4CCCO4)cc3)sc2cc1OC (configuration not stated) | ? | 2.5% | -29.3% | -12.6% | 3.7% | -0.4%
Cc1cccc(-n2nnnc2SCC(=O)Nc2cccc(S(N)(=O)=O)c2)c1 | ? | 4.0% | ? | 1.9% | 0.9% | -5.8%
O=C(NC(=S)Nc1cc(S(=O)(=O)N2CCOCC2)ccc1N1CCOCC1)C1CCCC1 | ? | -29.2% | / | / | 8.0%[11.5 µM] | 19.4%
C#CCN(C(=O)Nc1ccccc1)c1ccccc1 | -27.4% | 30.2% | 9.1% | -1.7% | -2.3% | 0.0%
Cc1[nH]n(-c2cccc3ccccc23)c(=O)c1/C=N/c1sc2c(c1C#N)CCC2 | ? | ? | -11.9% | -5.8% | 8.6% | 0.0%
CCCc1cc(=O)[nH]c(SCC(=O)NC(=O)OCC)n1 | 23.8% | / | 23.6% | -5.5% | 0.8% | 1.3%
COc1ccc(-c2nnc(SCc3c(C)noc3C)o2)cc1 | -8.8% | 70.6%[activator] | -17.3% | -7.0% | -2.6% | -3.1%
CCOC(=O)Cn1nc(C)c(-c2ccccc2)c1N | 4.3% | -9.3% | 18.3% | -1.4% | -1.7% | 1.2%
CCCSc1nnc(-c2c[nH]c3ccccc23)n1CC | ? | / | -18.4% | 1.8% | -2.1% | -1.1%
Nc1cc(Cl)ccc1C(=O)OCC(=O)NC(=O)NCc1ccccc1 | ? | 4.7% | -15.9% | 17.1% | 3.1% | -6.3%
CCOc1ccc(N2C(=O)CSC2=S)cc1 | 13.1µM* | -1.7% | 1.4% | 2.0% | -4.5% | 1.7%

In another format: entries from further up.
Values run as follows: Pf growth 96h	Pf growth 48h	HCV inh	TbPYK inhibitor	LmPK inhibitor	Sm TGR inh
- CC1CCCCN1C(=O)Cn1c(=O)n(-c2ccc(F)cc2)c(=O)c2sccc21 (configuration not stated)
 : -0.4%	19.7%	15.3%	8.1%	10.9%	1.3%
- CC(=NCCC1=CCCCC1)c1c(O)n(C)c(=O)n(C)c1=O
 : ?	?	?	1.7%	0.9%	0.4%
